# Screening results as filed in PubChem.
# CHX counter = affects cycloheximide protein synthesis inhibition readout, counter-screen; cell reporter, cycloheximide protein synthesis inhibition counterscreen; max response, %; 12% of 300,000 active; AID 2314; in the data active = max response mostly above about 13%, no sharp cut-off; inactive = mostly below about 14%; note: read at 38.3 µM for the half of the compounds with a filed dose; 0% is about no effect
# Pf growth 48h = inhibits P. falciparum growth in the first generation, 48 h | P. falciparum luciferase growth in erythrocytes, 48 h | Potency, µM (titrated, usually from 28.7 µM), for inactives: top-dose activity change, negative = inhibition, usual class: inhibitors | 5.9% of 310,000 active; note: potency is the fitted concentration of half-maximal effect; % is set by controls: 0 for no effect and ±100 for the full control effect
#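 Parasite viability was followed by luminescence of a genomically integrated firefly luciferase. Cultures held 0.1% parasitemia at 2% hematocrit (final), incubated under 5% CO2 at 37 C.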
# Shiga inhibitor = blocks Shiga toxin action in Vero cells | Vero cells, Shiga toxin protein synthesis inhibition reporter | inhibition, % at 38.7 µM | 9.2% of 290,000 active | AID 2315; in the data active = inhibition mostly above about 28%, no sharp cut-off; inactive = mostly below about 43%; note: 0% is about no effect
# Sm TGR inh = blocks Schistosoma mansoni thioredoxin glutathione reductase | purified TGR, DTNB reduction, TNB absorbance 405 nm | Potency, µM (series often up to 114 µM), without a hit: at the top dose activity change, negative = inhibition, hits mostly inhibitors | 3% of 360,000 active; note: potency is the fitted concentration of half-maximal effect; % is set by controls: 0 for no effect and ±100 for the full control effect; nearly all actives have a fitted effect of over 60% in size
#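 Kinetic colorimetric format: TGR-catalysed, NADPH-driven DTNB reduction monitored via TNB absorbance. Enzyme dispensed at 20 nM; compound exposure 15 min at room temperature before reaction start.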
# FBPA Giardia inh = inhibitors of Giardia lamblia fructose-1,6-bisphosphate aldolase; purified Giardia FBPA; A8B2U2; 0.71% of 290,000 active; Potency, µM (doses to about 59.6 µM), for inactives: at the top dose activity, negative = inhibition, hits mostly inhibitors; AID 2451; note: potency is the fitted concentration of half-maximal effect; % is set by controls: 0 for no effect and ±100 for the full control effect; nearly all actives have a fitted effect of over 55% in size
# Target sequence (A8B2U2 whole entry, looked up): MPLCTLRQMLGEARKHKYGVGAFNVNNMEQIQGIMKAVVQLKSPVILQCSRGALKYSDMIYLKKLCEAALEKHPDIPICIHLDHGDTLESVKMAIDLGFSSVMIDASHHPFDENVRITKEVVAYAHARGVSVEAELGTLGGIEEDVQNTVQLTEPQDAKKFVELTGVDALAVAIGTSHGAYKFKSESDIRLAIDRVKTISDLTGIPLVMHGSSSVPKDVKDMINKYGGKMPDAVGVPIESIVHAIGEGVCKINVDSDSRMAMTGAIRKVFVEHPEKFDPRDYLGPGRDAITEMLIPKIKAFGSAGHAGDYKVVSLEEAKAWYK
#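 Giardia FBPA (40 nM reagent) was preincubated 10 min at RT with compound (up to 57.5 uM final), then substrate plus GAPDH/TPI/NAD/arsenate coupling system with diaphorase/resazurin was added; resorufin fluorescence (525/598 nm) was read after 20 min.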
# Pf growth 96h = inhibits malaria parasite growth, 96 h. P. falciparum luciferase reporter growth, 96 h. Potency, µM (highest dose often 28.7 µM), for inactives: top-dose activity change, negative = inhibition, most hits filed as inhibitors. 6.9% of 320,000 active. AID 504834; note: potency is the fitted concentration of half-maximal effect; % is set by controls: 0 for no effect and ±100 for the full control effect
#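 Delayed-death screen, second-generation endpoint: infected erythrocytes, 2% hematocrit, 0.05% parasitemia final; 96 hours at 37 C, 5% CO2; luciferase detection reagent; luminescence decrease equals reduced growth.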
# Starred values were filed as active, the others as inactive; ? = inconclusive; nt = not tested or not shown; & = joins results of further samples; [ ] = remark or other dose. Unless noted, calls come from the whole dose curve; as a rule, active = well fitted curve in the direction sought with a large enough effect; inconclusive = small, poorly fitted or top-dose-only effect, or another doubt; inactive = no such curve, though single readings can be large; an effect the other way counts as inactive or inconclusive.
SMILES,CHX counter,Pf growth 48h,Shiga inhibitor,Sm TGR inh,FBPA Giardia inh,Pf growth 96h
COc1ccc(C(=O)O/N=C(/c2ccccc2)c2ccncc2)cc1OC,-5,-10%,-19,-1%,4%,66%[activator]
CC(C)CC1(C)NC(=O)N(CC(=O)Nc2cccc(S(=O)(=O)N(C)c3ccccc3)c2)C1=O (configuration not stated),-5,16%,-1,-8%,-10%,-14%
CN(C(=O)COC(=O)c1cc(=O)[nH]c2ccccc12)c1c(N)n(Cc2ccccc2)c(=O)[nH]c1=O,nt,4%,nt,1%,nt,23%
CC(C)Nc1ncnc2ccc(Br)cc12,-3,?,-6,-8%,-3%,-73%
COc1cc(C(=O)NNC(=O)c2n[nH]c3ccccc23)cc(OC)c1OC,nt,-3%,nt,-1%,nt,?
Cc1nc2ccc(C(=O)N3CCCC(CO)(Cc4ccc(F)cc4F)C3)cc2nc1C (configuration not stated),-2,?,-2,-7%,nt,5%
CC(C)CN(C(=O)CN(C)C(=O)Cc1ccc(Cl)cc1)c1c(N)n(CC(C)C)c(=O)[nH]c1=O,nt,-1%,nt,-2%,nt,2%
Cc1ccc(S(=O)(=O)NC(=NC(C)C(=O)O)c2ccccc2)cc1 (configuration not stated),-6,10%,-19,1%,0%,-1%
CNC(=O)NC(=O)C(c1ccccc1)N(C)CC1COc2ccccc2O1 (configuration not stated),-7,-13%,-6,-8%,-4%,?
O=C(COC(=O)CC1CC2CCC1C2)Nc1ccc(F)cc1 (configuration not stated),-8,7%,12,6%,1%,1%
O=C(CCn1ccc2cc(S(=O)(=O)N3CCCC3)ccc21)NCc1cccc(F)c1,-3,-19%,11,-5%&0%,30%,-20%
CCCCCC1=CCC/C1=N\NC(=O)c1ccc2c(c1)OCO2,19*,?,27,-9%,-2%,?

# Given with two lines to a compound: part of the list above.
# Each structure is followed by: CHX counter | Pf growth 48h | Shiga inhibitor | Sm TGR inh | FBPA Giardia inh | Pf growth 96h
CC(C)CN(C(=O)CN(C)C(=O)Cc1ccc(Cl)cc1)c1c(N)n(CC(C)C)c(=O)[nH]c1=O
  nt | -1% | nt | -2% | nt | 2%
O=C(COC(=O)CC1CC2CCC1C2)Nc1ccc(F)cc1 (configuration not stated)
  -8 | 7% | 12 | 6% | 1% | 1%

# Next part:
SMILES,CHX counter,Pf growth 48h,Shiga inhibitor,Sm TGR inh,FBPA Giardia inh,Pf growth 96h
CN(C)S(=O)(=O)c1ccc(NC(=O)c2ccc3ncsc3c2)cc1,22,?,62*,0%,-4%,?
O=C(Cc1cccs1)N1CCN(S(=O)(=O)c2cccc([N+](=O)[O-])c2)CC1,-3,12%,1,-16%,-10%,-17%
COc1ccc(N(CC(=O)NC2CCCCC2C)S(=O)(=O)c2c(C)nn(C)c2C)cc1 (configuration not stated),0,?,21,5%,-7%,?
CSCCCNC(=S)N1CCN(S(=O)(=O)c2cccc(C(F)(F)F)c2)CC1,-3,10µM*,-6,0%,1%,-93%
O=C(CSc1nnc(COc2ccccc2)n1Cc1ccco1)NCc1ccco1,-3,-3%,-12,?,-3%,11%
O=C(NCCN1CCN(C(=O)c2ccc(F)cc2)CC1)c1ccc(F)cc1,-3,4%,-6,-2%,17%,12µM*
CCCCCCn1c(SCCC)nc2c1c(=O)[nH]c(=O)n2C,5,-11%,5,0%,11%,?
Cn1c(Cn2c3ccccc3c3ccccc32)n[nH]c1=S,-2,?,2,-11%,6%,-56%
O=C(CSc1nc2ccccc2c(=O)[nH]1)Nc1nc(-c2ccc(Br)cc2)cs1,4,5%,-26,-15%,nt,?
O=C(O)c1c2c(nc3ccccc13)/C(=C/c1ccc(OC(F)F)cc1)CCC2,23*,27%,58*,-25%,-2%,7%
O=C(Cc1cccc2ccccc12)NCCOc1ccccc1F,-1,-8%,-4,-16%,-26%,34%[activator]
Cc1nnc(SCC(=O)Nc2ccc(Br)cn2)[nH]c1=O,-2,2%,1,3%,1%,8%
O=C(COc1ncnc2ccccc12)N1CCN(S(=O)(=O)c2ccccc2)CC1,-2,5%,-17,-2%,11%,nt
CC(C)(C)c1ccc(/C=C2\Oc3c(ccc(O)c3CN3CCN(CCO)CC3)C2=O)cc1,7,10µM*,10,50µM*,-18%,?
CCCCN(CC)CCNC(=O)c1cc2c(=O)n(CC)c3ccccc3c2s1,-4,?,-11,7%&8%,16%,79%[activator]
COCc1nc2c([nH]1)c(=O)n(C)c(=O)n2CC(C)C,nt,31%[activator],nt,5%,-2%&-12%&-7%,13%
Cc1cc(NC(=O)CN2CCC(C)CC2)no1,1,27%,-11,10%,?,5%
Cc1csc(=O)n1CCC(=O)OCC(=O)Nc1ccc(S(N)(=O)=O)cc1,nt,25%,nt,-32%,nt,?
CN1CCN(C(=O)CN(Cc2ccc(Cl)cc2)S(C)(=O)=O)CC1,4,-11%,-1,-4%,1%,-1%
COc1ccccc1CNC(=O)CSC1=NCCS1,19*,31%[activator],28,-15%,-8%,6%
Cc1ccc(OCC(O)CNC2CCCC2)cc1C (configuration not stated),1,?,nt,12%,-1%,0%
CCCOC(=O)c1ccc(Oc2c(-c3ccc(O)cc3O)n[nH]c2C)cc1,-8,36%[activator],-19,0%,0%,?
CC1(C)NC(=O)N(c2ccc([N+](=O)[O-])c(C(F)(F)F)c2)C1=O,nt,7%&-5%,nt,-8%,-2%,7%&-6%
CC(/C=C1\SC(=S)N(NC(=O)c2ccncc2)C1=O)=C\c1ccccc1,5,?,12,-5%,-16%,-1%

# Next part; the last four above are carried over.
SMILES,CHX counter,Pf growth 48h,Shiga inhibitor,Sm TGR inh,FBPA Giardia inh,Pf growth 96h
Cc1ccc(OCC(O)CNC2CCCC2)cc1C (configuration not stated),1,?,nt,12%,-1%,0%
CCCOC(=O)c1ccc(Oc2c(-c3ccc(O)cc3O)n[nH]c2C)cc1,-8,36%[activator],-19,0%,0%,?
CC1(C)NC(=O)N(c2ccc([N+](=O)[O-])c(C(F)(F)F)c2)C1=O,nt,7%&-5%,nt,-8%,-2%,7%&-6%
CC(/C=C1\SC(=S)N(NC(=O)c2ccncc2)C1=O)=C\c1ccccc1,5,?,12,-5%,-16%,-1%
Cc1ccc(CN(C)C(=O)c2ccc3c(c2)NC(=O)CS3)o1,-6,7%,-8,10µM*,-17%,-18%
CC(=O)c1ccc(-n2c(CCC(=O)O)ccc2-c2cccs2)cc1,18,21%,17,0.89µM*,12%,51%[activator]
COCCN1C(=O)C(=O)/C(=C(/O)c2cccc(OC)c2)C1c1ccc(C)o1 (configuration not stated),1,0%,-14,-8%,-28%,-10%
CC(=O)c1nnn(-c2ccc(Cl)cc2C#N)c1C,-1,17%,-3,10%,4%,1%
Cc1ccc(C(=O)N2CCN(c3ccc(NC(=O)c4cccs4)cc3)CC2)cc1,15,10µM*,23,0%,nt,?
COc1ccc(S(=O)(=O)Nc2cccc(S(=O)(=O)NC3=NCCC3)c2)cc1[N+](=O)[O-],nt,30%,nt,5%,nt,10%
CC(C)C(NC(=O)c1ccc2c(c1)OCO2)C(=O)N/N=C\c1ccco1 (configuration not stated),-4,1%,-3,5%,3%,38%[activator]
COc1nc(N2CCOCC2)nc(C)c1[N+](=O)[O-],-2,-2%,-4,-1%,3%,12µM*
COc1ccccc1N1CCN(C2=CC(=O)CCC2)CC1,8,1%,8,?,0%,nt
CCN(CC)C(=O)CN(c1cc(Cl)ccc1OC)S(C)(=O)=O,-2,7%,-9,-24%,1%,-23%
CCN1CCN(C(=O)COc2cc(=O)n(CC)c3ccccc23)CC1,1,24%,14,-21%,-3%,6%
CCOC(=O)c1nc(C)n(-c2cc(Cl)ccc2Cl)n1,-2,19%,-19,6%,5%,7%
O=C(NNc1cccc(Cl)n1)c1c(F)cccc1F,5,?,27,-2%,-7%,0%
CC(C)CN(C(=O)COC(=O)CCC(=O)c1ccc(F)cc1)c1c(N)n(Cc2ccccc2)c(=O)[nH]c1=O,nt,-21%,nt,-3%,nt,12%
CC(=O)Nc1ccc(/C(C)=N/NC(=O)C2CC2c2ccccc2)cc1 (configuration not stated),6,-15%,-1,-7%,5%,-20%
CCOP(=O)(OCC)/C(C#N)=C/c1cc(OC)ccc1OC,1,9%,-6,-4%,-1%,48%[activator]
CCCCSc1nnc([C@H](C)NC(=O)OC(C)(C)C)o1,0,14%,11,7%,-1%,23%
CN(C)c1ccc(C(=S)N2CCCC2)cc1Br,5,nt,25,-1%,-7%,?
C/C=C1\COC(C(=O)NCCCN2CCCC2=O)(C(F)(F)F)C=C1C=C(C)C (configuration not stated),1,nt,18,nt,-5%,nt
COc1ccc(C(=O)N/N=C/c2cc3ccccc3[nH]c2=S)cc1,3,nt,11,-27%,-22%,13µM*
Cc1ccc(C2(C)NC(=O)N(CC(=O)NCCC3=CCCCC3)C2=O)cc1 (configuration not stated),10,nt,-2,-6%,5%,?
COc1ccc(C)cc1Nc1n[n+](-c2ccccc2)c(-c2cc([N+](=O)[O-])cc(OC)c2O)s1,-1,?,-5,7%,-25%,-100%
CCCCCc1ccc(-c2ccc(OCC)cc2)nc1,16*,78%[activator],43*,0%,-4%,?
O=C/C=C/c1c(-c2ccccc2)cc2oc3ccccc3cc1-2,27*,?,77,20µM*,-12%,?
O=[n+]1c2c(n([O-])c3ccccc31)CCCC2,-1,nt,-16,-12%,?,37%[activator]
Cc1cccc(NC(=O)CSCC(=O)N(CCC(C)C)c2c(N)n(Cc3ccccc3)c(=O)[nH]c2=O)c1,nt,2%,nt,0%,nt,?
Cc1cccc(OC(=O)c2cn(C)nc2C(F)(F)F)c1C,0,nt,31,3%,-12%,-4%
CN1CCN(S(=O)(=O)c2cccc(C(=O)O)c2)CC1,-8,7%,24,-1%,0%,?
COC(=O)Cc1[nH]nc2c1C1(C(=O)N(Cc3ccccc3)c3ccccc31)C(C#N)=C(N)O2 (configuration not stated),-4,-8%,14,0%,-1%,47%[activator]
CCOC(=O)C1(CCOc2ccccc2)CCN(CCCn2cccn2)CC1,-1,?,3,-16%,1%,?
CCCCCOc1ccc(C2NC(=O)NC2=O)cc1 (configuration not stated),6,32%[activator],-35,4%,0%,34%[activator]
CC(=O)Nc1ccc(NC(=O)CSc2nnnn2-c2ccccc2F)cc1,10,8%,61,29%,10%,?
COC(=O)c1ccc(S(=O)(=O)N2CCc3ccccc3C2)cc1,-1,18%,-2,11%,2%,4%
Cc1ccc(C2CCN(C(=O)Nc3ccc(F)cc3)C2)cc1 (configuration not stated),19*,170%[activator],89*,0%,-5%,?
O=C(CN1CCN(c2ccccn2)CC1)N1c2ccccc2Sc2ccc(C(F)(F)F)cc21,3,4.7µM*,17,-1%,-24%,nt

# Full records, quoted from the list.
# O=C(CSc1nc2ccccc2c(=O)[nH]1)Nc1nc(-c2ccc(Br)cc2)cs1 is listed as CHX counter = 4; Pf growth 48h = 5%; Shiga inhibitor = -26; Sm TGR inh = -15%; FBPA Giardia inh = nt; Pf growth 96h = ?
# COCc1nc2c([nH]1)c(=O)n(C)c(=O)n2CC(C)C is listed as CHX counter = nt; Pf growth 48h = 31%[activator]; Shiga inhibitor = nt; Sm TGR inh = 5%; FBPA Giardia inh = -2%&-12%&-7%; Pf growth 96h = 13%
